Screening data (PubChem)
E-selectin induc – induces E-selectin expression in human endothelial cells. activation, % at 7.58 µM. P16581. AID 686992. HUVEC E-selectin immunofluorescence imaging; normalized: neutral wells 0, TNF-alpha wells 100. 260,000 tested, 0.37% active;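 active = mean E-selectin-positive cell signal at least 10% of the positive control, reached in at least 60% of replicates, without over 20% cell loss; inconclusive = no rule given, readout overlaps actives, possibly toxicity-flagged; inactive = the rest, including those meeting only one limit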;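 note: in these data hits start at about 27%; measured in HUVEC primary endothelial cells; signal is the percent of cells scored E-selectin positive by PE staining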
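Test system: HUVEC | Signal: Immunofluorescence imaging | Read-out: Percent E-selectin-positive cells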
DENV2 CPE rescue – DENV2-induced cell death inhibition; DENV2-infected cells, cytopathic effect rescue, plate reader; CPE inhibition, % at 9.99 µM; 350,000 tested, 1.7% active; AID 651640; in the data active = CPE inhibition above about 20%, passing the limit was not always enough; inconclusive = no clear call, values can overlap the other calls; tested in BHK-21 cells;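 note: 0% = median of neutral control wells and 100% = median of positive control wells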
CFTR F508del cor – CFTR F508del correction in bronchial cells. CFBE cells, YFP halide quenching; stimulated with forskolin plus potentiator P3; % fluorescence drop versus neutral controls. 350,000 tested, 0.36% active. AID 720511. activity (quench increase), % at 7.58 µM;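 active = mean added fluorescence quench of at least 8% versus neutral control, with both replicates also reaching 8%; inconclusive = only one of the mean or replicate conditions met; inactive = mean below 8% and not both replicates reaching 8%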;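 note: cells transiently co-express mutant CFTR-F508del with the halide-sensitive YFP; corrector assay measuring rescue of mutant channel to the surface after 24 h compound exposure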
XiGFP reactiv – activators of X-chromosome reactivation in mouse fibroblasts; XiGFP mouse fibroblasts, % GFP-positive cells imaging, 3 d; cells co-treated with 5-aza-dC sensitizer; scaled so ellipticine positive control = 100%; activation, % at 7.58 µM; 360,000 tested, 0.055% active; AID 743238;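 active = mean normalized replicate activation at least 10% and every replicate at or above 10%; inconclusive = only one of the two criteria met; inactive = mean below 10% and not all replicates reach 10%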;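 note: 0% = median of on-plate neutral control wells and 100% = ellipticine 6 µM median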
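Assay system – SV40-immortalized XiGFP fibroblast cells, line 68-5-11 · Buffer or medium – DMEM supplemented with 5-aza-dC as sensitizing agent · Dosing – one concentration, pinned · Benchmarks – positive control ellipticine, 6 µM final · Times – 3 days compound exposure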
CASP6 VEID inh – blocks human caspase-6 cleavage activity; P55212; purified caspase-6, Z-VEID-R110 cleavage fluorescence; inhibition, % at 12.5 µM; 350,000 tested, 0.53% active; AID 686996;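 active = mean inhibition across replicates at least about 35%, with every replicate also reaching that limit, limit read from the data; inconclusive = only one of the two criteria met; inactive = neither criterion met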;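 note: 0% = median of neutral control wells and 100% = no fluorescence left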
Target sequence (P55212 24-179 limits assumed): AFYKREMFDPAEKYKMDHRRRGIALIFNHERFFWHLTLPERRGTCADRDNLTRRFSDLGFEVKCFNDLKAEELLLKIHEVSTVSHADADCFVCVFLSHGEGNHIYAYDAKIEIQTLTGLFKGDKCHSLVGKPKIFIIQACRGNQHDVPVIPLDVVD
Target sequence (P55212 194-293 limits assumed): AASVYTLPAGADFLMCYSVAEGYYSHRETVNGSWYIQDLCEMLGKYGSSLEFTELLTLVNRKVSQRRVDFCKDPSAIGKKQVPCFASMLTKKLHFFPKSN
GSIS activator – GLuc luminescence reporter in INS-1E cells, primary screen for activators of glucose-dependent secretion of insulin | INS-1E GLuc reporter insulin secretion, 2-3 h | activation, % at 16.6 µM | 370,000 tested, 0.61% active | AID 743287;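 active = lowest replicate activation of at least 40%, so every replicate reaches that level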;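 note: 0% = median of neutral control wells and 100% = median of IBMX positive control wells; some compounds called inactive have numbers as strong as hits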
RAD52 anneal inh – blocks human RAD52 DNA annealing; P43351; recombinant RAD52 DNA annealing, FRET fluorescence; inhibition, % at 18.7 µM; 360,000 tested, 0.46% active; AID 651710;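 active = every replicate showing at least 50% inhibition; inconclusive = mean inhibition at least 50% but not in every replicate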
RAD54 branch – blocks human RAD54 Holliday junction branch migration; Q92698; FAM/BHQ fluorescence; inhibition, % at 10.4 µM; 360,000 tested, 0.14% active; AID 602329;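 active = mean normalized replicate activity at least 40 and at least half of replicates scoring 40 or more; inconclusive = only one of the two criteria met; inactive = mean below 40 and under half of replicates reaching 40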;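 note: 0% = median of neutral control wells and 100% = median of positive control wells; inhibitors cause a drop in the FAM fluorescence signal; in these data hits start at about 50%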
Target sequence (Q92698 whole entry, looked up): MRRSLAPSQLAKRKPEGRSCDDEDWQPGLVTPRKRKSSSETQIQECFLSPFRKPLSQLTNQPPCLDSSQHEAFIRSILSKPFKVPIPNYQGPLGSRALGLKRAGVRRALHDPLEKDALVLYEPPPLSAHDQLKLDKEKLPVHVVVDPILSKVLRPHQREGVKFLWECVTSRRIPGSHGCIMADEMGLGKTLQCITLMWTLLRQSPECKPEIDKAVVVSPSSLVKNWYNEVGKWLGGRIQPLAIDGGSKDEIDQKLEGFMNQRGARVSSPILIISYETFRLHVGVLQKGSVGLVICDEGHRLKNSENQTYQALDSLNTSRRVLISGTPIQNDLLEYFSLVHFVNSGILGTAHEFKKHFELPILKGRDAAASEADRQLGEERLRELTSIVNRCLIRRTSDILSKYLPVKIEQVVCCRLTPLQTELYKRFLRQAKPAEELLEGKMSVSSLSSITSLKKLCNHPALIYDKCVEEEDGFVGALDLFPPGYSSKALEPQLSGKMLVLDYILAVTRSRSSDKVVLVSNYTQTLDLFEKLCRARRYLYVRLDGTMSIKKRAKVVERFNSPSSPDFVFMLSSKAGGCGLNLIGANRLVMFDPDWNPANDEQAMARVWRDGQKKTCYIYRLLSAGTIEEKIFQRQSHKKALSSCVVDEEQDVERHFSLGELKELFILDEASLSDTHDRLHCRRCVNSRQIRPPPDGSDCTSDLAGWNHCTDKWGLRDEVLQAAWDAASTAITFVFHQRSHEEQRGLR
Numbers without * were called inactive; ? = inconclusive; · = no result given.

SMILES	E-selectin induc	DENV2 CPE rescue	CFTR F508del cor	XiGFP reactiv	CASP6 VEID inh	GSIS activator	RAD52 anneal inh	RAD54 branch
CO[C@H]1CN(C)C(=O)c2ccc(NS(=O)(=O)c3ccc(Cl)cc3)cc2OC[C@@H](C)N(C(=O)NC(C)C)C[C@H]1C	-0.3	-8.6	1.2	0.1	0.4	-18.2	12.0	-5.9
CC(=O)N1CCC(c2c[nH]c3ccccc23)CC1	-0.4	?	-1.3	0.0	-2.4	·	0.6	-10.4
CC(=O)Nc1ccc(S(=O)(=O)N(C)CC(=O)OC(C)C(=O)NC2CCCC2)cc1 (stereo not given)	-0.1	0.0	2.1	0.2	-0.3	5.1	-7.8	-6.5
Cc1cc(C)nc(CCNC(=O)c2cc(COc3c(C)cccc3C)on2)n1	0.0	3.2	3.0	0.1	-0.7	-3.1	-6.5	1.5
Cc1cc([N+](=O)[O-])cc(/C=N\NC(=O)C2COc3ccccc3O2)c1O (stereo not given)	0.1	·	5.5	-0.2	0.0	-23.3	-6.8	-11.2
COc1ccc(C(=O)NC(=S)N2CCOCC2)cc1OC	·	0.8	0.0	0.5	0.4	-11.5	-18.3	1.5
COC(=O)c1ccc(CNC(=O)C23CC4CC(CC(C4)C2)C3)cc1	0.0	3.9	2.5	0.0	1.3	0.8	0.5	-6.3
COc1ccc(NC(=O)CN(C)C(=O)c2cccc3ccccc23)cc1	-0.1	-6.1	-1.8	0.0	-156.9	16.0	-3.2	14.8
C[C@H](CO)N1C[C@H](C)[C@H](CN(C)C(=O)C2CCC2)Oc2cc(-c3ccc(C(=O)N(C)C)cc3)ccc2S1(=O)=O	0.2	-5.4	-2.5	-0.4	2.9	·	14.1	-27.0
C[C@@H]1CN([C@@H](C)CO)C(=O)Cc2cc(NC(=O)CCC(F)(F)F)ccc2O[C@H]1CN(C)Cc1ccncc1	-6.5	·	0.6	0.0	-2.4	5.4	7.3	-2.7
COc1ccc(NC(=O)Nc2ccc3c(c2)CC(=O)N([C@H](C)CO)C[C@H](C)[C@@H](CN(C)C(=O)Nc2ccc(OC)cc2)O3)cc1	0.0	3.3	0.5	0.3	1.1	-5.5	17.5	-3.0
C[C@@H]1CN([C@H](C)CO)S(=O)(=O)c2ccc(-c3cncnc3)cc2O[C@H]1CN(C)Cc1ccccn1	0.3	-7.5	0.5	-0.6	1.0	3.0	-10.2	3.2
CCN(Cc1ccncc1)Cc1ccc(OC)cc1OC	6.7	5.4	2.8	0.0	13.6	18.4	99.0*	-0.3
COc1ccc(Cl)cc1NS(=O)(=O)c1cccc(C(=O)NCC2CCCO2)c1 (stereo not given)	-0.6	7.9	4.4	0.0	-0.1	-5.6	-9.3	-9.7
C=CCNC(=O)N[C@@H](Cc1ccccc1)C(=O)OC	0.0	0.3	-1.4	?	-2.2	-2.0	-7.1	-1.5
CO[C@@H]1CN(C)C(=O)c2ccc(NC(=O)C3CC3)cc2OC[C@@H](C)N(C(=O)c2ccccc2F)C[C@H]1C	0.1	6.1	3.6	-0.3	-0.7	-19.2	-10.5	-11.7
CCN(CC)S(=O)(=O)c1ccc(OC)c(NC(=O)COc2ccccc2[N+](=O)[O-])c1	5.4	1.4	0.8	0.0	-0.7	-16.6	-14.6	·
COc1ccccc1CNC(=O)C[C@H]1C=C[C@H](NC(C)=O)[C@@H](CO)O1	0.9	-2.6	-0.4	-0.1	-1.4	5.2	-10.0	7.8
COc1cc(NC(=O)C/C(C)=N/NC(=O)c2cccs2)c(OC)cc1Cl	0.5	-4.3	0.6	0.0	·	-2.7	13.9	4.9
COc1ccc(NC(=O)c2ccc(-c3ccc(OC)cc3)s2)cc1	-2.6	-2.0	-2.0	0.3	-2.6	-2.5	-3.8	·
O=S(=O)(Nc1ccccn1)c1cc(Cl)ccc1Cl	-0.3	2.3	0.1	0.2	-1.0	12.5	-14.8	-5.5
CCOCCCN(C)C1CCN(C(=O)c2oc3ccccc3c2NC(=O)Cc2cccc([N+](=O)[O-])c2)CC1	·	14.8	0.8	0.6	-2.6	-8.1	-2.9	3.7
O=C1c2ccccc2C(c2nnnn2Cc2ccccc2)N1Cc1ccc2c(c1)OCO2 (stereo not given)	-0.1	3.0	-3.7	0.2	1.6	19.9	-8.2	·
CC(=O)Nc1cc(O)cc(O)c1	3.4	0.5	-0.8	0.0	-2.4	1.7	-16.0	-12.1
O=C(NC[C@H]1[C@@H](c2ccccc2)[C@H](CO)N1C(=O)Cc1ccncc1)C1CCC1	-0.1	-8.0	-0.3	0.1	·	1.1	1.8	6.9
Cc1cccc2c(C(=O)N3CCCCC3)cc(-c3ccccc3)nc12	0.4	4.6	-3.5	0.1	5.7	-39.2	-2.8	1.1
CC(N)c1csc(NC(=O)Nc2cccc(C(F)(F)F)c2)n1 (stereo not given)	-0.2	-7.9	1.3	-0.2	-6.3	-11.5	27.5	1.6
O=C(C[C@H]1CC[C@H]2NC[C@H](O)COC[C@@H]2O1)Nc1ccc(-c2ccccc2)cc1	0.2	0.6	-1.9	0.2	·	3.9	·	8.6
O=C(CN1CCOCC1)NCC[C@H]1CC[C@H](NC(=O)Nc2ccc(C(F)(F)F)cc2)[C@H](CO)O1	0.1	0.7	-2.0	0.4	-4.5	-3.5	10.1	-0.4
CCN(CC(=O)Nc1c(F)cccc1F)C(=O)c1nn(C)c(=O)c2ccccc12	-0.6	3.4	-0.8	0.0	2.7	12.3	-12.5	-1.7
COc1ccc(/C=N/N(C)C2=NCCN2)c(OC)c1OC	-0.1	-1.3	·	0.2	-2.1	-1.9	2.7	3.6
O=c1c2c3c(sc2ncn1/N=C/c1ccco1)CCCC3	·	-2.8	-4.5	·	-0.9	2.3	-16.9	·
C[C@@H]1CN([C@@H](C)CO)C(=O)c2cc(-c3cncnc3)cnc2O[C@H]1CN(C)C(=O)Cc1ccccc1	0.3	·	2.2	-0.1	0.0	6.5	4.2	7.0
C[C@@H]1CN([C@@H](C)CO)C(=O)c2cc(C#CC(C)(C)O)cnc2O[C@H]1CN(C)C(=O)C1CC1	-0.4	4.1	1.9	1.5	0.3	-1.0	-6.5	-2.0
O=C(CCC(=O)Nc1ccccc1Cl)NNC(=O)Nc1cccc([N+](=O)[O-])c1	·	0.2	0.7	0.3	0.9	18.1	-21.4	1.2
CN(C)C(=O)C[C@H]1C[C@H]2c3cc(NC(=O)NC4CCCCC4)ccc3O[C@H]2[C@@H](CO)O1	-0.3	0.5	0.1	0.4	-2.0	3.2	-13.9	1.5
Cc1c([N+](=O)[O-])c(C(=O)Sc2ccc(Br)cc2)nn1C	0.6	-2.3	0.5	0.1	1.3	-4.4	-5.4	2.4
O=C(Nc1ccc2c(c1)[C@H]1C[C@@H](CC(=O)N3CCOCC3)O[C@H](CO)[C@H]1O2)C1CCC1	0.1	2.8	-0.4	-0.1	·	-1.1	·	-10.5
OC(COc1ccccc1)CN1CCN(c2cccc(Cl)c2)CC1 (stereo not given)	-0.1	·	-2.7	0.0	-4.6	·	-7.5	15.6
COc1ccc(/C=C2\SC(=S)N(CCC(=O)NCCCn3ccnc3)C2=O)cc1	·	0.4	1.2	0.1	-5.0	-25.7	-23.8	-13.1
Cc1ccc(CNC(=O)C2CN(S(C)(=O)=O)c3cc(Cl)ccc3O2)cc1 (stereo not given)	·	2.2	-1.3	0.2	3.5	-43.6	-3.6	·
CCCCn1nnnc1C(CCc1ccccc1)N1CCN(C/C=C/c2ccccc2)CC1 (stereo not given)	3.5	?	-0.4	·	-1.3	-33.7	-18.7	-8.0
CCc1nnc(NC(=O)c2ccc(Br)c(S(=O)(=O)N3CCOCC3)c2)s1	0.0	-6.6	0.4	0.0	0.5	-9.2	2.5	-21.1
Cc1ccc(NC(=O)CSc2nc3c(c(=O)[nH]2)CCC3)c(C)c1	·	-0.1	-0.2	0.2	9.6	7.1	-7.2	1.9
CC(=O)c1ccc(Nc2cc(C)nc3ccccc23)cc1	·	1.1	2.6	0.1	-6.1	-10.5	-11.2	·
COc1ccccc1OCC(=O)N1CCCCCC1	-0.4	-6.3	0.1	0.0	-1.5	·	-4.0	-5.0
CCc1nc2ccc(C(=O)NCc3ccc4c(c3)OCO4)cn2c1N(C)Cc1ccc(OC)cc1	-0.7	-1.1	0.6	0.3	2.5	·	-253.4	8.2
Cc1nonc1CC(=O)N1CCCC(C(=O)c2cccc(C(F)(F)F)c2)C1 (stereo not given)	0.8	-2.6	-1.3	-0.3	-6.6	-15.2	-12.5	-5.3
CCCCN(C)C(=S)Nc1ccc2nc(N3CCN(CC)CC3)cc(C)c2c1	0.0	-0.8	1.2	-0.3	-34.3	·	47.6	·
COC(=O)c1ccc(-c2csc(NC(=O)C3=COCCO3)n2)cc1	-1.1	11.4	-1.0	0.2	1.1	10.5	-16.0	-2.2

Quoted from the listing:
RAD52 anneal inh, Cc1nonc1CC(=O)N1CCCC(C(=O)c2cccc(C(F)(F)F)c2)C1 (stereo not given) : -12.5
CASP6 VEID inh, CCc1nc2ccc(C(=O)NCc3ccc4c(c3)OCO4)cn2c1N(C)Cc1ccc(OC)cc1 : 2.5

(list continues)
SMILES	E-selectin induc	DENV2 CPE rescue	CFTR F508del cor	XiGFP reactiv	CASP6 VEID inh	GSIS activator	RAD52 anneal inh	RAD54 branch
O=C(N/C(=C/c1ccccc1)C(=O)N1CCCCC1)c1ccccc1	-0.3	-5.2	3.4	0.0	0.1	3.3	-17.3	-4.7
COc1ccc(C(=O)N/N=C/c2c[nH]c3ccccc23)cc1	·	0.8	-1.4	0.0	1.3	5.0	-17.1	-3.0
CC(=O)Nc1cccc(CCc2nc3ccccc3[nH]2)c1	·	4.8	1.2	0.0	-2.5	0.9	-23.4	-3.2
C[C@@H]1CN([C@@H](C)CO)C(=O)c2cc(NS(=O)(=O)c3ccc(Cl)cc3)ccc2O[C@H]1CN(C)S(C)(=O)=O	1.4	·	0.6	-0.1	·	-8.3	·	·
O=C(CN1CCN(c2ccccn2)CC1)Nc1ccccc1F	0.0	-3.8	1.7	0.2	4.3	5.6	3.4	2.8
C[C@H]1CN([C@@H](C)CO)C(=O)c2cc(NS(C)(=O)=O)ccc2O[C@H]1CN(C)S(=O)(=O)c1ccccc1	-0.3	·	-1.1	0.4	·	-1.7	·	·
CCCn1c(CCC(=O)O)nc2cc(S(=O)(=O)N3CCCC3)ccc21	·	-2.6	2.1	-0.2	2.9	-12.7	-7.3	-9.8
CC(=O)n1nc(-c2ccncc2)nc1SCC(=O)Nc1cccc(Cl)c1	·	-1.7	1.1	0.1	-1.7	5.9	-100.4	-3.9
O=C(CN(Cc1ccc(Cl)cc1)C(=O)c1csnn1)NCc1ccc(F)cc1	0.0	-1.0	1.6	0.2	-4.8	-26.9	-7.9	-3.5
CC(=O)N(C)C[C@@H]1Oc2ncc(-c3ccc(C(=O)N(C)C)cc3)cc2C(=O)N([C@H](C)CO)C[C@@H]1C	-0.2	1.8	0.3	-0.3	-1.7	5.7	-15.8	0.6
CCOC(=O)[C@]12CCC=C1N(Cc1ccc(Cl)cc1Cl)C(=O)[C@H](CC(=O)NCc1cccc(C(F)(F)F)c1)C2	·	6.6	4.8	0.2	-0.3	9.3	-6.5	·
CCCC(=O)N1CCC1(C)C(=O)NS(=O)(=O)c1cccc(F)c1 (stereo not given)	0.0	-3.6	1.6	0.0	-1.8	12.4	-2.4	-6.6
